USP10 inh: inhibitors of human USP10 deubiquitinase | Q14694 | purified USP10, Ub-rhodamine fluorescence, 60 min | inhibition, % at 20 µM | hit rate 1.1% among 47,000
UCHL1 inh: blocks human UCHL1 ubiquitin-rhodamine cleavage; purified UCHL1, Ub-rhodamine cleavage fluorescence; AID 1645859; inhibition, % at 20 µM; P09936; hit rate 0.2% among 47,000
OTUD3 block: inhibitors of human OTUD3 deubiquitinase; purified OTUD3, Ub-rhodamine fluorescence, 2 h; inhibition, % at 25 µM; hit rate 0.7% among 47,000
Target sequence (Q5T2D3 whole entry, looked up): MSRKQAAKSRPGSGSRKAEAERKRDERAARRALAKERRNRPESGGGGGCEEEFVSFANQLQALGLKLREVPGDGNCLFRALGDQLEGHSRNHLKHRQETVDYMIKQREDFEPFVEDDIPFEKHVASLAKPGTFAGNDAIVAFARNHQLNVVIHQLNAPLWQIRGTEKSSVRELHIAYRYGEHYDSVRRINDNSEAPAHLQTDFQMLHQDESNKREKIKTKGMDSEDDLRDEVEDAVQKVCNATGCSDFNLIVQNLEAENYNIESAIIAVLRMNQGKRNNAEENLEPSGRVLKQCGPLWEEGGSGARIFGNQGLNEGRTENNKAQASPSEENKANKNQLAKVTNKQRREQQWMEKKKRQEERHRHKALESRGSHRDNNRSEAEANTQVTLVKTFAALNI
USP30 inh: blocks human USP30 ubiquitin-rhodamine cleavage; Q70CQ3; purified USP30, Ub-rhodamine cleavage fluorescence; inhibition, % at 25 µM; hit rate 5.3% among 47,000; AID 1645860
Target sequence (Q70CQ3 whole entry, looked up): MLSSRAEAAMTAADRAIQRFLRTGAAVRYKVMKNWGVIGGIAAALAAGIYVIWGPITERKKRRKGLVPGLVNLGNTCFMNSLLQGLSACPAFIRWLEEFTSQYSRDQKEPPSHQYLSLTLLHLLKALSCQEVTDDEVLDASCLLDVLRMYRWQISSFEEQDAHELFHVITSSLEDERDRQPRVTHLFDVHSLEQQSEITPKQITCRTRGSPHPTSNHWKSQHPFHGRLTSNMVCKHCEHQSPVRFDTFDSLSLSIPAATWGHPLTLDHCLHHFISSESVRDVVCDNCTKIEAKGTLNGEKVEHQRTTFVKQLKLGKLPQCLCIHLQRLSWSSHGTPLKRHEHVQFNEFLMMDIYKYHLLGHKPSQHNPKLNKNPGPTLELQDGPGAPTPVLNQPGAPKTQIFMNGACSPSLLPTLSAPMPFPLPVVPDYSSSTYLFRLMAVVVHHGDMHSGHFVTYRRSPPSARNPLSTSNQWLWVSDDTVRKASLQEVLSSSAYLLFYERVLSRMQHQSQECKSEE
USP28 block: inhibitors of human USP28 deubiquitinase | Q96RU2 | purified USP28, Ub-rhodamine cleavage fluorescence, 30 min | inhibition, % at 25 µM | hit rate 3% among 47,000 | AID 1645857
USP17 block: inhibitors of human USP17 deubiquitinase; AID 1645855; hit rate 6.5% among 47,000; A8MUK1; purified USP17, Ub-rhodamine cleavage fluorescence, 3 h; inhibition, % at 50 µM
USP7 inh: human USP7 deubiquitinase inhibition; Q93009; purified USP7, Ub-rhodamine cleavage fluorescence; inhibition, % at 20 µM; hit rate 0.3% among 47,000
USP8 block: human USP8 deubiquitinase inhibition | P40818 | purified USP8, Ub-rhodamine cleavage fluorescence, 30 min | inhibition, % at 20 µM | hit rate 4.2% among 47,000
Starred values were filed as active, the others as inactive; i = inactive; . = not tested or not shown. Cut-off read from the data, not from the text of the source: active = inhibition above about 30%; inactive = the rest.

Below each compound – USP28 block, USP10 inh, USP17 block, OTUD3 block, USP8 block, UCHL1 inh, USP30 inh, USP7 inh
COc1ccc(-c2cnn(C)c2NC(=O)c2ccccc2C(=O)O)cc1OC
→ -7.7, -1.5, 2.0, 0.1, 3.5, -2.1, 2.3, -0.5
COc1ccccc1Cc1nc(-c2cn(Cc3ccccc3)nn2)no1
→ 12.4, 9.8, 13.6, 4.0, -1.9, 2.3, 23.2, -9.3
CN1C(=O)C(C)(C)c2cc(S(=O)(=O)NCC3CCC(C(=O)N4CCc5ccccc54)CC3)ccc21 (stereo not given)
→ 29.5, 9.2, -3.8, -8.3, -16.3, 3.2, -0.4, 3.6
COC(=O)c1c(-c2ccccc2)[nH]c(-c2ccccc2)c1C(=O)OC
→ 7.7, 7.0, 1.9, 1.3, 17.3, 3.7, -1.6, 0.7
CCc1nnc2ccc(C(=O)NCCCN3CCOCC3)cn12
→ -76.1, -7.9, -73.3, -53.8, -33.4, -21.9, -240.1, -17.9
CCNc1nc(N2CCCCCC2)nc(-n2cnc(SC)n2)n1
→ 19.9, 2.3, 10.6, 18.5, 5.3, 3.9, 30.4*, -22.4
O=C(CC(NCc1ccco1)C(=O)O)Nc1cccc(Cl)c1Cl (stereo not given)
→ 5.3, 0.2, 7.9, 6.0, 7.1, 1.6, 31.9*, 4.7
COCCCn1c(C(=O)N2CCC(Cc3ccccc3)CC2)cc2c(=O)n3cccc(C)c3nc21
→ 11.5, 5.4, 24.2, 11.3, 5.9, 5.3, 28.9, 9.3
O=C(Cn1ncc2c(N3CCCCCC3)ncnc21)NCc1ccccc1
→ 25.8, 0.0, 28.9, 16.0, 11.6, 0.6, 70.2*, 4.2
COc1ccccc1-c1nc(-c2cn(Cc3ccc(C)cc3)nn2)no1
→ 21.1, 12.8, 8.4, 7.7, 5.5, 4.5, 30.2*, 4.0
O=C(c1ccccn1)N1CC[C@@H]2CN(Cc3ccc(Cl)cc3)S(=O)(=O)[C@@H]2CC1
→ -0.3, 0.4, -0.2, 1.7, -12.6, -5.3, 2.6, -10.3
Cc1ccsc1C1CCCCCN1S(=O)(=O)c1ccc(F)cc1 (stereo not given)
→ 7.1, 10.8, 16.7, 18.7, 19.4, 5.0, 27.3, 8.3
Cc1ccc(C)c(C2CC(=O)Nc3c2c(C)nn3-c2ccc3nnc(C)n3n2)c1 (stereo not given)
→ 0.0, -0.8, 0.8, -3.8, -8.9, -1.3, -7.5, -8.6
O=C(c1ccc(C(F)(F)F)cc1)N1CCN(Cc2nncn2C2CCCCC2)CC1
→ 11.8, -0.9, 2.3, 6.5, 3.5, 2.2, 24.3, 1.2
CC(C)c1ccc(C(=O)N2CCN(c3cnn4cnnc4c3)CC2)cc1
→ -1.3, -1.5, -9.5, -0.9, 2.9, -1.5, -7.3, -0.1
COc1cc2c(=O)n(CC3CCCO3)c(=O)n(CC(=O)Nc3ccc4c(c3)OCCO4)c2cc1OC (stereo not given)
→ 13.7, -1.4, 49.1*, 15.1, 12.0, 2.0, 38.0*, 6.3
CSc1ccc(NC(=O)C2CCCN(c3cnc4nccnc4c3)C2)cc1 (stereo not given)
→ -227.9, -12.0, -39.7, -162.3, -101.5, -27.7, i, -31.9
COCC(=O)N1CCCC(c2cc(-c3ccnn3C)nc(C)n2)C1 (stereo not given)
→ 7.4, 0.3, 13.4, 11.5, 7.7, 1.5, 18.0, 5.1
c1cc(-c2nc(-c3ccc4c(c3)nnn4CCN3CCCCC3)no2)ccn1
→ -5.5, -0.4, -9.9, -4.8, -4.4, -0.4, -22.8, -2.3
Cc1ccc(C(=O)N2CCN(c3cc(-c4cccnc4)[nH]n3)CC2)cc1
→ 5.5, -7.9, -0.5, 0.2, 4.4, 1.5, 2.3, 5.7
Cc1ccccc1Cn1c(CCNC(=O)c2ccco2)nc2ccccc21
→ -12.3, -0.9, -15.8, -7.5, -0.7, -1.7, -9.6, -79.2
COc1ccc(C(=O)CCC(=O)Nc2cc(F)ccc2F)cc1
→ -14.3, -4.4, 16.4, -16.3, -20.0, -15.1, -86.8, -4.4
COc1ccc(NC(=O)N2CCC3(CC2)Nc2ccccc2-n2cccc23)c(OC)c1
→ 11.0, -4.2, 4.0, 2.4, 15.0, 1.6, 3.2, -2.1
CC[C@]12CC[C@@]3(CO)[C@H](CCC4=C5C(CC4)[C@H](C(=O)OC)CC513)CN2 (stereo not given in full)
→ 15.0, 0.9, -101.2, 16.6, 2.3, 2.0, 5.1, 1.2
CCn1c2ccccc2c2cc(NC(=O)CNCC3CCCO3)ccc21 (stereo not given)
→ 27.2, -11.9, 4.5, -4.0, -14.9, 0.9, -41.7, -1.3
Cc1nc(C(=O)N2[C@H](c3ccccc3)C[C@H]3NC(=O)CCCC[C@@H]32)co1
→ -23.2, -5.5, -16.6, -14.6, -23.8, -3.1, -41.6, -5.9
O=C(CCc1nnc2n(Cc3ccc(Cl)cc3)c(=O)c3ccccc3n12)N1CCN(C(=O)c2ccco2)CC1
→ 0.2, -2.7, 26.0, 2.6, 0.1, 0.5, 9.4, -18.5
Cn1ncc2c(N3CCSCC3)nc(C(=O)Nc3ccc(F)cc3)nc21
→ 7.3, -1.7, 17.5, 9.9, 8.6, 5.0, 23.6, 4.8
CN(C(=O)C1CCCCN1S(=O)(=O)c1ccccc1)c1ccccc1 (stereo not given)
→ -20.4, -4.2, -5.5, -0.1, -81.0, -3.0, -47.0, -4.0
CCCCC1OC(=O)C2C(C)C(=O)OC12 (stereo not given)
→ 1.8, 4.5, 0.2, 13.9, 0.0, 2.8, 25.1, -2.4

Compound profiles (already shown).
CC(C)c1ccc(C(=O)N2CCN(c3cnn4cnnc4c3)CC2)cc1 in the list: USP28 block: -1.3; USP10 inh: -1.5; USP17 block: -9.5; OTUD3 block: -0.9; USP8 block: 2.9; UCHL1 inh: -1.5; USP30 inh: -7.3; USP7 inh: -0.1
CN(C(=O)C1CCCCN1S(=O)(=O)c1ccccc1)c1ccccc1 (stereo not given) in the list: USP28 block: -20.4; USP10 inh: -4.2; USP17 block: -5.5; OTUD3 block: -0.1; USP8 block: -81.0; UCHL1 inh: -3.0; USP30 inh: -47.0; USP7 inh: -4.0

Grouped by structure, those above with a furan ring, fused or not.
Below each compound – USP28 block, USP10 inh, USP17 block, OTUD3 block, USP8 block, UCHL1 inh, USP30 inh, USP7 inh
O=C(CC(NCc1ccco1)C(=O)O)Nc1cccc(Cl)c1Cl (stereo not given)
→ 5.3, 0.2, 7.9, 6.0, 7.1, 1.6, 31.9*, 4.7
Cc1ccccc1Cn1c(CCNC(=O)c2ccco2)nc2ccccc21
→ -12.3, -0.9, -15.8, -7.5, -0.7, -1.7, -9.6, -79.2
O=C(CCc1nnc2n(Cc3ccc(Cl)cc3)c(=O)c3ccccc3n12)N1CCN(C(=O)c2ccco2)CC1
→ 0.2, -2.7, 26.0, 2.6, 0.1, 0.5, 9.4, -18.5

Going on with the list.
Below each compound – USP28 block, USP10 inh, USP17 block, OTUD3 block, USP8 block, UCHL1 inh, USP30 inh, USP7 inh
COc1cccc(C(=O)Nc2cccc3cnccc23)c1
→ -4.2, -4.7, 16.4, -8.1, 23.6, -2.0, -15.4, 0.0
CCn1c(CNC(=O)C2CCC2)nc2c1CN(C(=O)c1cccc(Cl)c1)CC2
→ 2.0, -0.1, 8.8, 5.8, 6.1, 1.2, 6.9, 4.0
O=C(NCc1ccc(N2CCCC2=O)cc1)c1ccc(-n2cccn2)cc1
→ 17.4, 5.3, 9.2, 18.1, 26.8, 1.0, 22.2, 4.1
O=C(COC(=O)c1cc2ccccc2cc1O)Nc1ccc(Cl)cn1
→ 0.0, -7.6, -2.3, 0.4, 36.8*, -10.9, -71.4, -0.6
CNc1nc(N(C)C)nc(-n2cnc(SCCOc3ccccc3C)n2)n1
→ ., 12.3, 20.5, -0.4, 3.4, 2.5, ., 11.6
N#Cc1cccc(CN2CC[C@H](c3nnc(-c4ccco4)o3)C2)c1
→ 0.7, -1.0, -24.7, -3.9, -0.1, -1.0, -9.1, -0.9
CN(Cc1ccccc1)C(=O)c1ccc(CNS(=O)(=O)c2ccc(F)cc2)cc1
→ 9.3, 3.3, 2.5, 5.5, 11.2, 2.7, 21.4, 4.6
Fc1cccc(-c2ccc3c(C4CCCN4c4ncccn4)nnn3c2)c1 (stereo not given)
→ -21.2, -8.1, -29.0, -18.0, -29.2, -6.3, -50.3, -15.0
CCc1c(C)sc(NC(=O)c2cccc(Oc3ccccc3)c2)c1C(=O)N1CCOCC1
→ -11.6, 6.4, -1.5, 0.3, -34.6, 8.3, 0.3, -20.7
CCn1nc(C)c(NC(=O)CN2CC3(CCOCC3)Oc3ccccc3C2=O)c1C
→ -9.4, 0.1, -13.1, -4.4, -11.2, -4.5, -0.8, -1.5
Nc1ccccc1SC(CC(=O)c1ccc(Cl)cc1)c1ccsc1 (stereo not given)
→ 12.0, 7.1, 53.3*, 6.3, 72.7*, 0.7, -16.3, -4.8
O=S(=O)(Nc1ccccc1Oc1ccccc1)c1ccccc1C(F)(F)F
→ 16.8, 14.7, 27.4, 19.8, 9.9, 8.1, 30.6*, 6.3
Cc1ccc2nc3c(cc(C(=O)NCC4CCCO4)n3C)c(=O)n2c1 (stereo not given)
→ -11.2, 1.0, -0.7, -3.8, -1.9, -2.4, -18.1, 2.6
COc1ccccc1C(=O)NCC(c1ccc2c(c1)CCCN2C)N1CCCCC1 (stereo not given)
→ -27.7, -3.3, -35.0, -23.0, -6.1, -2.9, -151.3, -2.8
COc1ccc(OC)c(NC(=O)CN2CCC3(CC2)Nc2ccccc2C2=NCCN23)c1
→ -4.1, -0.6, -9.6, -4.4, 7.5, 0.0, -32.2, 1.2
Cc1ccc(CSc2ncnc3c2sc2nc(-c4ccccc4)c4c(c23)CC(C)(C)OC4)cc1
→ -6.5, -3.3, 0.1, -1.1, -55.5, -1.9, -2.9, -0.1
O=C(c1ccncc1)N1CCC(c2nc3ccccc3cc2C(=O)N2CCCC2)CC1
→ 2.4, 0.0, -0.4, -3.2, 5.9, -3.1, 1.8, -1.5
Cc1nn(-c2cc(N3CCCC3)ncn2)c(C)c1CCC(=O)NC1CCCCCC1
→ 13.6, -2.6, 9.7, 4.5, -13.9, 3.0, 15.3, 2.8
CCc1ccccc1NC(=O)Cn1cnc2scc(-c3ccc4ccccc4c3)c2c1=O
→ -16.9, 2.8, -9.3, -9.9, 4.2, -4.1, -78.0, 1.3
O=C(Nc1ccc(N2CCOCC2)cc1)C(Cc1ccccc1)NS(=O)(=O)c1ccc2c(c1)OCCO2 (stereo not given)
→ 37.2*, 17.3, -6.6, -5.2, -11.5, -0.7, -9.6, 0.9
CCn1cc2c(n1)c(=O)n(Cc1ccc(C)cc1)c(=O)n2CC(=O)Nc1ccc(F)cc1
→ 17.8, 29.2, 80.6*, 15.9, 25.7, 3.0, 26.0, 19.1
COc1ccc(NC(=O)c2sc(Nc3ccc(F)cc3)nc2C)c(OC)c1
→ 11.8, -2.1, 3.8, 7.2, -1.4, -0.2, 0.8, -0.1
CCC(Cc1ccccc1)N=C1NS(=O)(=O)C(c2ccc(C)cc2)=C1C (stereo not given)
→ 11.5, 8.9, 11.2, 19.7, 2.4, 6.7, 23.3, 10.1
CSc1cccc(NC(=O)c2ccc(-c3cncnc3)nc2)c1
→ -7.2, -7.1, -10.8, -2.6, 9.4, -3.7, -76.8, -7.2
Cc1ccc(C(=O)c2cn(CC(=O)Nc3ccccc3)c3ccc(C)cc3c2=O)cc1
→ 0.6, 35.6*, 53.0*, 8.4, 61.9*, 8.2, 13.9, 18.6
CC(C)c1ccc(Cn2c(=O)c3sccc3n3c(=O)[nH]nc23)cc1
→ 2.2, 3.1, 12.5, 4.8, 1.5, 0.0, 3.5, 1.1

Two successive entries already listed:
Below each compound – USP28 block, USP10 inh, USP17 block, OTUD3 block, USP8 block, UCHL1 inh, USP30 inh, USP7 inh
COc1cccc(C(=O)Nc2cccc3cnccc23)c1
→ -4.2, -4.7, 16.4, -8.1, 23.6, -2.0, -15.4, 0.0
CCn1c(CNC(=O)C2CCC2)nc2c1CN(C(=O)c1cccc(Cl)c1)CC2
→ 2.0, -0.1, 8.8, 5.8, 6.1, 1.2, 6.9, 4.0
